OX1R antag-1 = antagonists of human orexin 1 receptor | AID 434989 | O43613 | inhibition, % at 5 µM | CHO/OX1R cells, Fluo-8 calcium fluorescence, orexin A | hit rate 0.43% among 330,000;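 active = inhibition above its plate's threshold, mean inhibition of all tested compounds on the plate plus 3 SD, cut at about 37% in these data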;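 also: 0% = orexin A challenge wells and 100% = SB-334867-A antagonist wells; not every result past the cut was called active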
Target sequence (O43613 whole entry, looked up): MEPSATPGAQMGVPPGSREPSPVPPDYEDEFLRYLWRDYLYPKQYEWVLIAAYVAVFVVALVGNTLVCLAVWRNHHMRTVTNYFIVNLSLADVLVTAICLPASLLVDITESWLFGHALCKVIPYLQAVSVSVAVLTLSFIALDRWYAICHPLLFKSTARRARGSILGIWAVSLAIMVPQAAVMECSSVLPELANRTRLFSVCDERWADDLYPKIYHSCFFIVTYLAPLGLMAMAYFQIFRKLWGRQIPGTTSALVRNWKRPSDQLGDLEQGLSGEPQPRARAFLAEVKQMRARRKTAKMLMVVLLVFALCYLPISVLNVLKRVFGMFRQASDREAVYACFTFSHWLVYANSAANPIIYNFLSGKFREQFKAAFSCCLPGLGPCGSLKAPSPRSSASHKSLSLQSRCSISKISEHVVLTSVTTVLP
OX1R antag-2 = antagonists of human orexin 1 receptor (OX1R) | inhibition, % at 6.6 µM | OX1R-expressing cells, FRET antagonist read-out | AID 485270 | hit rate 1.8% among 330,000 | O43613; in the data active = inhibition mostly above about 38%, no sharp cut-off; inactive = mostly below about 40%;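 also: 0% = agonist challenge alone and 100% = reference antagonist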
Active calls of the source: *.

# | Molecule | OX1R antag-1 | OX1R antag-2
1 | COC(=O)c1ccccc1NC(=O)Nc1nnc(N2CCCCC2C)s1 (centres undefined) | -2 | 8
2 | Cc1cc(C(=O)N2CCN(c3ccccc3Cl)CC2)c(C)o1 | -18 | 14
3 | CC12CN(S(=O)(=O)c3ccccc3)CC(C)(CN(S(=O)(=O)c3ccccc3)C1)C2 | -20 | 14
4 | Cc1nc2ccc(NC(=O)c3ccc(S(=O)(=O)N(C)c4ccccc4)cc3)cc2s1 | -13 | 4
5 | CNS(=O)(=O)c1cccc(C(=O)OCC(=O)N(Cc2ccccc2)C(C)(C)C)c1 | -6 | 3
6 | Cc1ccc(Cl)cc1NC(=O)CSc1nncn1-c1ccccn1 | -25 | 12
7 | CCCOc1ccccc1NC(=O)/C=C/C(N)=O | -4 | 5
8 | Cc1cnc(CNC(=O)CC2C(=O)NCCN2Cc2ccccc2C(F)(F)F)cn1 (centres undefined) | -13 | 20
9 | CCOc1ccc(S(=O)(=O)N2Cc3ccccc3CC2C(=O)NCCCn2ccnc2)cc1 (centres undefined) | -31 | 20
10 | CC(C)(C)NC(=S)NNC(=O)c1ccccc1Cl | -2 | 8
11 | COc1ccc(Cl)cc1NC(=O)C(C)N(C)Cc1cccc(Cl)c1Cl (centres undefined) | -28 | 1
12 | Cc1cccc(OCc2nnc(SCC(=O)Nc3cccc(C(=O)N4CCOCC4)c3)n2C)c1 | -6 | 7
13 | Cc1cc(C)n(/C(=C\N(C)C)C(=O)c2cccc([N+](=O)[O-])c2)n1 | -4 | 17
14 | CNc1ccc([N+](=O)[O-])cc1 | -14 | 8
15 | COC(=O)c1ccc(CSc2nc3sc(C(=O)O)c(C)c3c(=O)[nH]2)cc1 | -10 | 10
16 | Cc1nc(N/C(N)=N/S(=O)(=O)c2ccc([N+](=O)[O-])cc2)nc2ccccc12 | -2 | 35
17 | Cc1ccc(S(=O)(=O)N(C)CC(=O)N2CC(C)OC(C)C2)cc1 (centres undefined) | -1 | 22
18 | COc1cc(C[C@@H]2C(=O)OC[C@H]2Cc2ccc(OC)c(OC)c2)ccc1O | 33 | 12
19 | CC(/C=C1\SC(=S)N(CC(=O)O)C1=O)=C\c1ccccc1 | -5 | 6
20 | NC(=S)N/N=C1/CCSc2ccc3ccccc3c21 | -30 | 14
21 | COc1ccc(/C=N/NC(=O)c2cc(C)on2)c2ccccc12 | -24 | 87*
22 | CC/C(=N\NS(C)(=O)=O)c1ccccc1 | -9 | 7
23 | CN(c1ccc(OCC(=O)N2CCOCC2)cc1)S(=O)(=O)c1ccc(F)cc1 | -12 | 8
24 | CCN(CC)S(=O)(=O)c1ccc(N2CCOCC2)c(NC(=O)C2=COCCO2)c1 | -14 | 17
25 | O=C(CCCNC(=O)c1ccc(Cl)cc1)NCc1ccccc1Cl | -26 | -4
26 | O=S(=O)(c1ccc(Cl)cc1)N1CCn2c1nc1ccccc12 | -4 | 1
27 | Cc1ccc(S(=O)(=O)N2CCOCCOCCOCCOCCOCC2)cc1 | -17 | -1
28 | COc1ccc(S(=O)(=O)N2CCOCC2)cc1NS(=O)(=O)/C=C/c1ccccc1 | -27 | 25
29 | COc1ccc(NC(=O)CN(C)C(=O)c2cc(-c3ccncc3)nc3ccccc23)cc1 | -14 | 11
30 | COc1ccc(CNCc2ccc(F)cc2)c(OC)c1 | -12 | 9
31 | CN(C)S(=O)(=O)c1cccc(NC(=O)NCCCl)c1 | -17 | 17
32 | Cc1c(C(=O)Nc2ccc(Cl)cc2)c2ccccn2c1CCc1ccncc1 | -49 | 25
33 | Cc1ccccc1OC(=O)CCC(=O)OCCCC(F)(F)C(F)(F)F | -2 | 5
34 | Cn1c(=O)oc2cc(S(=O)(=O)N3CCCC(C(=O)NC4CCCc5ccccc54)C3)ccc21 (centres undefined) | -12 | 11
35 | Cn1c(=O)c2c(ncn2Cc2nnc(N)s2)n(C)c1=O | -2 | 8
36 | O=S(=O)(c1cccc2nsnc12)N1CCCC1 | -5 | 19
37 | C#CCNC(=O)C1=C[C@@H](c2cn(C(C)=O)c3ccccc23)C[C@@H](OCc2ccc(CO)cc2)O1 | -16 | 31
38 | COC(=O)c1ccc(Cn2nc(C(F)(F)F)cc2C)cc1 | -24 | 12
39 | CCOC(=O)C1=C(C)NC(=O)NC1c1ccc(OCC(=O)Nc2ccccc2)c(OC)c1 (centres undefined) | -20 | 25
40 | COc1ccc(S(=O)(=O)NCCc2nnc3ccc(SCc4cccnc4)nn23)cc1 | -13 | 26
41 | COc1ccnc(-n2cccc2C#N)c1C#N | -17 | 7
42 | O=C1Nc2cc3c(cc2C1=O)sc1ccccc13 | -5 | 4
43 | CC(C)(C)N(CC#CCC1(O)c2ccccc2-c2ccccc21)CCO | -19 | 11
44 | COc1ccc(NS(=O)(=O)c2ccc(-c3n[nH]c(=S)n3Cc3ccccc3)cc2)cc1 | -17 | 12
45 | COc1ccc(C)cc1N(CC(N)=O)S(=O)(=O)c1ccc(C)cc1 | 4 | 11
46 | O=C1C=C(c2ccc3ncccc3c2)C[C@@H](c2ccc3c(c2)OCO3)C1 | -8 | 19
47 | CCC(C)(C)NC(=O)c1ccc2c(c1)N(CC(=O)OC)C(=O)C(C)(C)O2 | -16 | 9
48 | O=C(c1ccco1)N1CCN(Cc2csc(-c3ccccc3Cl)n2)CC1 | -35 | 3
49 | CC[C@@H]1C/C=C\Cc2ccccc2[C@H](C(=O)C[C@H](O)CC(C)=O)OC1=O | -16 | 8
50 | CC(=O)C1C(c2cccc([N+](=O)[O-])c2)C2C(C)=NN=C2CC1(C)O (centres undefined) | -2 | 23

(cont.)
# | Molecule | OX1R antag-1 | OX1R antag-2
51 | CC(=O)Nc1ccc(N2C(=O)CCC2=O)cc1C | -4 | 18
52 | O=C(Oc1ccc(C(=S)N2CCOCC2)cc1)c1ccc(Br)cc1 | -8 | 4
53 | O=c1nc2sc3ccccc3n2c(=O)n1-c1cccc(Cl)c1 | -22 | 9
54 | CCN1C(=O)[C@H]2[C@@H](c3ccc(-c4ccccc4)cc3)N3CCCC[C@@]3(C(=O)OC)[C@H]2C1=O | -25 | 12
55 | COc1ccc(CCCC(=O)Nc2ccccc2F)cc1 | -3 | 5
56 | CCC(C)C(=O)N1CCc2cc(-c3csc(N)n3)ccc21 (centres undefined) | -21 | 27
57 | Nc1nnc(SCc2cccnc2)s1 | -3 | -1
58 | Fc1ccc(NC(=S)NCCN2CCOCC2)cc1 | -13 | 10
59 | CCOc1ccc(N(CC(=O)O)S(=O)(=O)c2ccc(OC)c(OC)c2)cc1 | 3 | 23
60 | CCCc1cc(=O)[nH]c(SCC(=O)Nc2oc(C)c3c(C)n[nH]c(=O)c23)n1 | -1 | 22
61 | FC(F)(F)c1nc(-c2cccs2)ncc1-c1nnnn1-c1ccc(Cl)cc1 | 22 | 55
62 | Cc1ccc2c(c1)[C@@H](O)C[C@@H](C)N2N=O | -18 | 20
63 | O=S(=O)(c1ccc2c(c1)N(Cc1ccc(Cl)cc1)C1CCCN21)N1CCOCC1 (centres undefined) | -24 | 4
64 | Cc1nn(CC(=O)Nc2nnc(CC(=O)N3CCCC3)s2)c(=O)c2ccccc12 | -16 | 8
65 | O=c1c2ccccc2nnn1CSc1nnc2ccccn12 | -16 | 16
66 | Cc1ccc(C(=O)NC(C)CCc2ccccc2)cc1[N+](=O)[O-] (centres undefined) | -6 | 31
67 | COC(=O)[C@@]12CCCCN1[C@H](c1ccc(-c3ccc(F)cc3)c(OC)c1)[C@H]1C(=O)N(C)C(=O)[C@H]12 | 41 | 37
68 | CCOC(=O)N1CCN(CCC(=O)Nc2cccc(Cl)c2C)CC1 | -3 | 21
69 | CCN1CCN(c2oc(/C=C/c3ccccc3)nc2C#N)CC1 | -5 | 19
70 | O=C(C[C@H]1C/C=C\CC[C@H](Cc2ccc(F)cc2)C(=O)OC[C@@H](Cc2c[nH]c3ccccc23)NC1=O)NCCO | -14 | 2
71 | COc1ccc(CC(=O)Nc2cccc(/C(C)=N/NC(=O)C3(C)CC3(Br)Br)c2)cc1 (centres undefined) | -22 | 11
72 | CC1CCCN(C2=C(Cl)C(=O)N(c3cccc(Cl)c3)C2=O)C1 (centres undefined) | -11 | 14
73 | CC(C)Cc1ccc(S(=O)(=O)NCC2CCCO2)cc1 (centres undefined) | -20 | 3
74 | COC(=O)c1cc2nc(-c3ccccc3)cc(C)n2n1 | -26 | 10
75 | COc1ccc(S(=O)(=O)N2CCN(CC(=O)NCC3(N4CCOCC4)CCCCC3)CC2)cc1 | -13 | -6

Given in transposed form: entries from further up
#60 CCCc1cc(=O)[nH]c(SCC(=O)Nc2oc(C)c3c(C)n[nH]c(=O)c23)n1
#61 FC(F)(F)c1nc(-c2cccs2)ncc1-c1nnnn1-c1ccc(Cl)cc1
#62 Cc1ccc2c(c1)[C@@H](O)C[C@@H](C)N2N=O
#63 O=S(=O)(c1ccc2c(c1)N(Cc1ccc(Cl)cc1)C1CCCN21)N1CCOCC1 (centres undefined)
#64 Cc1nn(CC(=O)Nc2nnc(CC(=O)N3CCCC3)s2)c(=O)c2ccccc12
#65 O=c1c2ccccc2nnn1CSc1nnc2ccccn12
#66 Cc1ccc(C(=O)NC(C)CCc2ccccc2)cc1[N+](=O)[O-] (centres undefined)
#67 COC(=O)[C@@]12CCCCN1[C@H](c1ccc(-c3ccc(F)cc3)c(OC)c1)[C@H]1C(=O)N(C)C(=O)[C@H]12
#68 CCOC(=O)N1CCN(CCC(=O)Nc2cccc(Cl)c2C)CC1
#69 CCN1CCN(c2oc(/C=C/c3ccccc3)nc2C#N)CC1

assay / compound	60	61	62	63	64	65	66	67	68	69
OX1R antag-1	-1	22	-18	-24	-16	-16	-6	41	-3	-5
OX1R antag-2	22	55	20	4	8	16	31	37	21	19

#70 O=C(C[C@H]1C/C=C\CC[C@H](Cc2ccc(F)cc2)C(=O)OC[C@@H](Cc2c[nH]c3ccccc23)NC1=O)NCCO
#71 COc1ccc(CC(=O)Nc2cccc(/C(C)=N/NC(=O)C3(C)CC3(Br)Br)c2)cc1 (centres undefined)
#72 CC1CCCN(C2=C(Cl)C(=O)N(c3cccc(Cl)c3)C2=O)C1 (centres undefined)
#73 CC(C)Cc1ccc(S(=O)(=O)NCC2CCCO2)cc1 (centres undefined)
#74 COC(=O)c1cc2nc(-c3ccccc3)cc(C)n2n1
#75 COc1ccc(S(=O)(=O)N2CCN(CC(=O)NCC3(N4CCOCC4)CCCCC3)CC2)cc1

assay / compound	70	71	72	73	74	75
OX1R antag-1	-14	-22	-11	-20	-26	-13
OX1R antag-2	2	11	14	3	10	-6

Further structures follow.
# | Molecule | OX1R antag-1 | OX1R antag-2
76 | O=C(COc1ccc(S(=O)(=O)NCCc2ccccc2)cc1)N1CCCC1 | -30 | 3
77 | Cc1c(C(=O)NCc2ccc3c(c2)OCO3)sc2nc(-c3ccccc3)cn12 | -13 | 1
78 | Cc1occc1-c1nnc(SCC(=O)NC2CC2)n1C(C)C | -9 | 15
79 | COc1cc(CCC(=O)OCC(=O)Nc2ccccc2C(C)C)cc(OC)c1OC | -7 | 11
80 | C/C(N)=C(/C#N)C(=O)CN1CCCCC1 | -20 | 7
81 | CCOc1ccc(NS(=O)(=O)c2cccc(C(=O)N(C)Cc3ccco3)c2)cc1 | -2 | -1
82 | COC(=O)/C=C1\SC(=Nc2ccc(OC)cc2)NC1=O | -8 | 28
83 | O=C(Nc1ccccc1)C(Cc1ccccc1)NC(=O)C12CC3CC(CC(C3)C1)C2 (centres undefined) | -11 | 15
84 | CC(OC(=O)c1cc2sccc2n1C)C(=O)NC(C)(C)C (centres undefined) | -26 | 37
85 | O=[N+]([O-])c1ccc(-n2nnnc2CN2CCOCC2)cc1 | 1 | 43
86 | Nc1ccc(Nc2ccccc2)cc1 | -22 | 18
87 | CCc1ccccc1N1CC(C(=O)Nc2cc(S(=O)(=O)N3CCCC3)ccc2Cl)CC1=O (centres undefined) | -19 | 1
88 | CCC(CO)Oc1cc(NCc2ccccc2)c2ncn(C(C)C)c2c1 (centres undefined) | -24 | 14
89 | O=C(c1ccc(F)cc1)N1CCN(c2ccc([N+](=O)[O-])c(N3CCOCC3)c2)CC1 | -27 | 37
90 | COc1cccc(C(C(=O)NCC2CCCO2)N(C(=O)Cn2nnc3ccccc32)c2ccccc2C(C)=O)c1OC (centres undefined) | -13 | 0
91 | Cc1cc2c3c(c1)C(C)CC(C)(C)N3C(=O)C2=O (centres undefined) | -7 | 11
92 | Clc1ccc2[nH]c3c(NCC4CCCO4)ncnc3c2c1 (centres undefined) | 40 | 124*
93 | COc1ccc(S(=O)(=O)N2CCN(Cc3ccc4c(c3)OCO4)CC2)c2ccccc12 | -3 | 3
94 | O=C(CCC(=O)c1cccs1)c1cccs1 | -11 | 13
95 | Cc1cc(C(=O)OCC(=O)Nc2sc3c(c2C#N)CCC(C)C3)c2ccccc2n1 (centres undefined) | -26 | 12
96 | CSC1=C(C#N)C(C)CC(=O)N1 (centres undefined) | -5 | 18
97 | COc1cc(NC(=S)N2CCN(C(=O)c3ccco3)CC2)c(OC)cc1Cl | -16 | 10
98 | COc1ccccc1NC(=O)CSc1nc2c(sc3ccccc32)c(=O)n1CCN(C)C | -17 | 26
99 | Cc1ccc(/C(N)=N/OC(=O)c2cccc(Cn3cc(C(F)(F)F)ccc3=O)c2)cc1 | -27 | 3
100 | CCOP(=O)(c1ccc(N(C)C)cc1)C(O)c1ccc(OC)cc1 (centres undefined) | 20 | 2
101 | COc1ccccc1-c1cc(C(F)(F)F)nc(NCc2ccco2)n1 | -35 | 14
102 | C=CCN1/C(=C2/SC(=S)N(C)C2=O)Sc2ccccc21 | -16 | 24
103 | CN(CC(=O)Nc1ccc(Cl)cc1)Cc1cc(=O)n2ccsc2n1 | -14 | 14
104 | CCOC(=O)CN1C(=O)C(CC)Oc2ccccc21 (centres undefined) | -17 | 8
105 | COc1ccc(NC(=O)C#Cc2ccccc2)cc1 | -14 | 2
106 | COc1ccc(N2CCN(C(=O)c3ccc(NS(=O)(=O)c4ccccc4)cc3)CC2)cc1 | 4 | 30
107 | COc1ccc(F)cc1C(=O)C1CCCN(Cc2ccc(Oc3ncccn3)cc2)C1 (centres undefined) | -12 | 10
108 | COc1ccc(NC(=O)CN2CCOCC2)cc1S(=O)(=O)N1CCCCC1 | -15 | -1

Assay outcomes: PubChem, The Scripps Research Institute Molecular Screening Center
